AmpC inh detg: qHTS Inhibitors of AmpC Beta-Lactamase (assay with detergent); P00811; AmpC hydrolysis of nitrocefin, absorbance 480 nm, 0.01% Triton; Potency, µM (highest dose often 114 µM), without a hit: at the top dose activity change, negative = inhibition, actives largely listed as inhibitors; 370,000 compounds, 0.041% hits;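 note: potency is the fitted concentration of half-maximal effect; 0% = no-compound wells and -100% = no-enzyme wells; nearly all actives have a fitted effect of over 25% in size; some results filed as inactive show a strong effect at the top dose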
Target sequence (P00811 whole entry, looked up): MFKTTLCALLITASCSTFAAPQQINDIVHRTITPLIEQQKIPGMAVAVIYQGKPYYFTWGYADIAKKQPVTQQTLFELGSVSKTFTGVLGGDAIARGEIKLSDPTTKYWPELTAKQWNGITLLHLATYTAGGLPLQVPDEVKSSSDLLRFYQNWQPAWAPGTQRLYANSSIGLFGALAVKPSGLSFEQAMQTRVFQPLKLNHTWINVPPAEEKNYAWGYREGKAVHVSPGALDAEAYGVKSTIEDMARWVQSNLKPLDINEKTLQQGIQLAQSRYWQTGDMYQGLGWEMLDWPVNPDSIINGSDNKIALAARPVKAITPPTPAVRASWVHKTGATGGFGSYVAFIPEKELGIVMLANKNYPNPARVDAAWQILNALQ
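AmpC (5.3 nM in the dispensed reagent) in 20 mM phosphate pH 7.0 with 0.01% (detergent screen) or 0.0001% Triton X-100 was preincubated with compounds for 15 min at room temperature. Nitrocefin was then added from an 800 uM solution, and hydrolysis was followed at 480 nm.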
TbPYK inhibitor: qHTS of Trypanosoma Brucei Inhibitors; Potency, µM (titrated, usually from 76.8 µM), for the others: top-dose activity, negative = inhibition, most hits filed as inhibitors; pyruvate kinase (Trypanosoma brucei), Q57TT1; TbPYK enzyme, Kinase-Glo Plus ATP luminescence, 45 min; AID 624173, 2012; 410,000 compounds, 0.12% hits; note: potency is the fitted concentration of half-maximal effect; nearly all actives have a fitted effect of over 50% in size
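Quantitative HTS: titrated library compounds versus trypanosomal pyruvate kinase in TEA buffer (pH 7.2) containing KCl, MgCl2, BSA and Tween-20. Reactions were initiated with ADP, 130 uM final. Kinase-Glo Plus luminescence was read after 45 min at RT.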
HCV inh: qHTS Assay for Inhibitors of Hepatitis C Virus (HCV); Potency, µM (top dose mostly 41.8 µM), for inactives: at the highest dose activity change, negative = inhibition, actives largely listed as inhibitors; AID 651820, 2012; 340,000 compounds, 3.4% hits; Huh7.5.1 HCVcc-Cre infection, luciferase reporter, 44 h; note: potency is the fitted concentration of half-maximal effect
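Antiviral activity was scored by luciferase reporter output from cells infected with HCVcc-Cre (~0.5 moi) in presence of compound, 44 h infection period, cells seeded 1,000/well 4 h prior.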
AMA1 RON2 block: qHTS for Inhibitors of AMA1-RON; Towards Development of Antimalarial Drug Lead: Primary Screen. 360,000 compounds, 0.2% hits. Potency, µM (titrated, usually from 58.2 µM), for the others: top-dose activity change, negative = inhibition, actives largely listed as inhibitors. AID 720542, 2013. AlphaScreen AMA1-biotinylated RON2 peptide binding;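 note: potency is the fitted concentration of half-maximal effect; 0% = vehicle wells and -100% = peptide control; nearly all actives have a fitted effect of over 45% in size; some results filed as inactive show a strong effect at the top dose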
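AMA1 (3D7) with his tag at 25 nM final met compounds first, then biotinylated RON2 peptide at 25 nM; detection used donor plus acceptor beads, 10 µg/mL apiece, read by AlphaScreen after 30 min at room temperature.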
AmpC inh no detg: qHTS Inhibitors of AmpC Beta-Lactamase (assay without detergent) | 330,000 compounds, 0.52% hits | AmpC nitrocefin hydrolysis, absorbance 480 nm, 0.0001% Triton | P00811 | Potency, µM (top dose mostly 57.1 µM), without a hit: top-dose activity change, negative = inhibition, actives largely listed as inhibitors | AID 485341, 2010;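 note: potency is the fitted concentration of half-maximal effect; plate controls were no compound for no effect and no enzyme for full effect; nearly all actives have a fitted effect of over 20% in size; some results filed as inactive show a strong effect at the top dose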
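AmpC (5.3 nM in the dispensed reagent) in 20 mM phosphate pH 7.0 with 0.01% (detergent screen) or 0.0001% Triton X-100 was preincubated with compounds for 15 min at room temperature. Nitrocefin was then added from an 800 uM solution, and hydrolysis was followed at 480 nm.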
LmPK inh: qHTS Assay for Inhibitors of Leishmania Mexicana Pyruvate Kinase (LmPK) | AID 1721, 2009 | Q27686 | Potency, µM (titrated, usually from 57.5 µM), without a hit: at the highest dose activity change, negative = inhibition, actives largely listed as inhibitors | 290,000 compounds, 0.37% hits | purified LmPK, Kinase-Glo ATP luminescence, 1 h; note: potency is the fitted concentration of half-maximal effect
Target sequence (Q27686 whole entry, looked up): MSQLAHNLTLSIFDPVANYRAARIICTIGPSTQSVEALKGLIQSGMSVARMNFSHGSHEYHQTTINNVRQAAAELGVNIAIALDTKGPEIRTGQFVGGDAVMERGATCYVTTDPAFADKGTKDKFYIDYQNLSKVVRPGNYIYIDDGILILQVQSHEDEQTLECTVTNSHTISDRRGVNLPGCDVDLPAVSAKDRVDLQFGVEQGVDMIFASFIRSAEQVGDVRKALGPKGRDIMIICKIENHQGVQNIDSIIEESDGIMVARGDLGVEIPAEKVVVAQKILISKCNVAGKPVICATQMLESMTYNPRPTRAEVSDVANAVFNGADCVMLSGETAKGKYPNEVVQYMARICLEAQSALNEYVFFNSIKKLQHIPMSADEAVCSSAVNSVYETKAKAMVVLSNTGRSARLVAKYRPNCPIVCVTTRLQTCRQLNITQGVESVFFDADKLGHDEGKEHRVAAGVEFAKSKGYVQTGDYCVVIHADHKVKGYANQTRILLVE
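Pyruvate kinase activity monitored as ATP production (luciferase luminescence). Conditions: 0.1 nM enzyme, 0.5 mM PEP, 0.1 mM ADP, 1 h, RT; normalized against uninhibited and no-enzyme wells.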
HCMV inh: qHTS Assay for inhibitors of the human cytomegalovirus (HCMV); HFF cells, HCMV-luciferase reporter, 72 h; active compounds read low; activity change, negative = inhibition, % at 57.5 µM; 410,000 compounds, 4.5% hits; AID 1259415, 2018; in the data active = activity change below about -60%; inconclusive = no clear call, values can overlap the other calls; inactive = above about -39%
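Steps: HFFs plated, 16 h 37C; compounds added; HCMV-luciferase added to MOI 1 PFU/cell; 72 h 37C; OneGlo reagent, 5 min room temperature; luminescence read, normalized to controls.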
* = called active by the depositor; ? = inconclusive; . = not tested or not shown; & = joins results of further samples; [ ] = remark or other dose. Unless noted, calls come from the whole dose curve; as a rule, active = well fitted curve in the direction sought with a large enough effect; inconclusive = small, poorly fitted or top-dose-only effect, or another doubt; inactive = no such curve, though single readings can be large; an effect the other way counts as inactive or inconclusive. Unless noted, % is set by controls: 0 for no effect and ±100 for the full control effect.

SMILES | AmpC inh detg | TbPYK inhibitor | HCV inh | AMA1 RON2 block | AmpC inh no detg | LmPK inh | HCMV inh
Cc1cccc(CN2CCN(CC(=O)N3CCC4(CC3)OCCO4)C2=O)c1 | -1% | -1% | 4% | -4% | -6% | -3% | 13
CCc1ccccc1NC(=O)Nc1cccn(Cc2ccccc2F)c1=O | 1% | 4% | 11µM* | -2% | -41% | 0% | -12
CC1CCCN(C(=O)c2ccc(-c3ccccc3Cl)o2)C1 (stereo not drawn) | -12% | 5% | 1% | -23% | 6% | . | 42
c1ccc(COc2cccc(CNn3cnnc3)c2)cc1 | 1% | 5% | 15% | 0% | -7% | -7% | 20
COc1cc2cnc(-c3ccsc3)c(-c3ccc(F)cc3)c2cc1OC | 0% | -1% | 6.3µM* | -11% | 59% | . | 14
CC1(C)Cc2c(c(N3CCCC3)nc3sc4c(N5CCNCC5)ncnc4c23)CO1 | -3% | -3% | 14µM* | -8% | -7% | 0% | .
O=C(Nc1ccc2c(c1)CCCN2C(=O)c1cccs1)c1cccc(C(F)(F)F)c1 | 0% | 2% | . | . | . | . | -70*
COc1ccc2c(CN3CCN(c4ccccc4F)CC3)cc(=O)oc2c1 | . | -8% | . | -5% | . | . | 8
COc1ccc(-c2cccc(NC(=O)COc3ccc(Cl)cc3)c2)nn1 | -9% | 5% | -24% | 3% | -44% | 1% | .
Cc1ccccc1-c1ccc(CN2C(C(C)C)C(=O)N(Cc3cn(CCC4OCCO4)nn3)CCS2(=O)=O)cc1 (stereo not drawn) | . | 4% | . | 0% | . | . | -10
Cc1ccccc1NC(=S)N1CCC(C(=O)c2ccc(F)cc2)CC1 | -4% | -9% | -2% | 5% | ? | 10% | 18
CCN(CC(=O)Nc1cc(Cl)ccc1C)CC(=O)NC1CC1 | . | 1% | . | -6% | . | . | 24
CC(C)Oc1cccc(C(=O)NC2=NCCS2)c1 | 1% | 2% | -17% | 106%[activator] | -8% | 0% | ?
Cc1cc(NC(=O)CSc2ncc(C(F)(F)F)cc2Cl)no1 | . | -3% | 4% | 4% | -41% | . | 6
COc1ccc(N(CC(=O)NC2CCCCC2)C(=O)CCCC(=O)Nc2ccccn2)c(OC)c1 | -4% | 2% | 8% | -3% | 52% | 0% | -9
N=C(N=C(N)N)N1CCc2ccccc21 | 5% | 6% | ? | -1% | -3% | 1% | -12
CCc1cc(CNC(=O)CC2C(=O)NCCN2Cc2cccc(OC)c2)on1 (stereo not drawn) | 5% | 3% | 11% | 0% | -7% | 8% | 17
CCOc1ccccc1C(=O)N(Cc1cccs1)c1ccc(Cl)cc1 | 19% | -5% | . | . | . | . | -3
CC(O)(CS(=O)(=O)Cc1ccccc1)c1ccccc1Cl (stereo not drawn) | 3% | 3% | -2% | -7% | -15% | -1% | 28
O=C(CN1C(=O)CC(c2ccc(F)cc2)=Nc2ccccc21)NCc1ccccc1Cl | 2% | -2% | . | . | . | . | -64*
CCCCC(C(=O)O)C(C)CC(=O)NNC(=O)c1ccco1 (stereo not drawn) | 3% | 2% | 4% | 14% | 63%[activator] | 8% | ?
O=[N+]([O-])c1ccc2c(c1)oc1ccccc12 | 2% | -15% | -3% | -5% | -19% | -2% | -93*
CCS(=O)(=O)N1CCC(C(=O)Oc2ccccc2Cl)CC1 | -2% | 8% | -9% | -4% | 2% | -5% | 39
COC(=O)c1cccc(OCCCN2CCC(C(O)(c3ccccc3)c3ccccc3)CC2)c1 | . | -4% | . | -10% | . | . | 0
CCn1c(=N)n(CC(=O)OC)c2ccccc21 | ? | 3% | 4% | -20% | -23% | 9% | -20
O=S(=O)(c1ccc2c(c1)nc1n2CCC1)N1CCOCC1 | -2% | 3% | 18% | 0% | -20% | 2% | 14
Cc1ccc(NC(=O)c2ccccc2NC(=O)CCC(=O)O)cc1 | 2% | 5% | 10% | 7% | -42% | 8% | 13
CCCCn1cc2c(c1-c1ccc(Br)cc1)c(=O)n(C)c(=O)n2C | 20% | 2% | . | . | . | . | 5
Cc1ccc(NC(=O)c2ncn(CC(=O)N[C@H](C)c3cccc4ccccc34)n2)cc1C | . | 5% | ? | -16% | 2% | . | 28
COc1ccc2c(CNCc3cccs3)c(C(=O)O)n(Cc3ccc(F)cc3)c2c1 | -10% | 5% | . | . | . | . | -19
Cc1cc(C#Cc2c(-c3ccccc3)n(C)c3ccccc23)ccc1F | -2% | -1% | -13%[8.37 µM] | 13% | -35% | 1% | -21
CCc1ccc(N2C(=O)c3sc4nnc(-c5ccccc5)c(=O)n4c3C2=O)cc1 | -4% | -20% | -16% | -1% | -49% | ? | -77*
COc1cccc(CNC(=O)C2CCCN2S(=O)(=O)c2ccc3c(c2)C(C)(C)C(=O)N3C)c1 (stereo not drawn) | -16% | 0% | 1% | 11% | 65%[activator] | 0% | ?
CCCCC1CCC(C(=O)Nc2ccccc2)CC1 (stereo not drawn) | 3% | -2% | 17% | 4% | -22% | 4% | -25
Cc1ccc(S(=O)(=O)N2CCOCC2)cc1C(=O)NC(=S)N1CC(C)OC(C)C1 (stereo not drawn) | -1% | 0% | 2% | 61%[activator] | 6% | 0% | 12
Cc1nc2c3ccccc3n(Cc3ccccc3F)c2s1 | -2% | -3% | -26% | -18% | -17% | 5% | -9
CC(=O)O[C@H]1[C@H](C)OC=C[C@@H]1OC(C)=O | ? | -1% | -4% | 20% | -2% | -6% | ?
O=C(O)C1CC=CCC1C(=O)NNc1ccccc1 (stereo not drawn) | 9% | 2% | 2% | 39%[activator] | -12% | -2% | -36
C(=N\C(/N=C/c1ccco1)c1ccco1)/c1ccco1 | -13% | -4% | 0% | ? | -27% | 2% | 49
COc1ncc(-c2ccc(N3C(c4ccsc4)=Cc4ccc(F)cc4C3CC(C)=O)cc2)cn1 (stereo not drawn) | . | 2% | . | 8% | . | . | 17
CCc1nnc(NC(=O)C2CC(=O)N(CCc3ccccc3)C2)s1 (stereo not drawn) | -14% | 1% | -28% | 3% | 5% | 1% | 114
COc1cc(C(=O)Nc2ccccc2NC(=O)c2cc(OC)c(OC)c(OC)c2)cc(OC)c1OC | 0% | -12% | -19% | -3% | 57% | -3% | 57
CCCn1c(=O)[nH]c(=O)c2c1nc(-c1cccs1)n2CCOC | 5% | -1% | 13% | 5% | -34% | 4% | 56
Cc1ccc(C(=O)Nc2ccc(NC(=O)c3cccs3)cc2)c(C)c1 | -8% | 5% | ? | 13% | -31% | -1% | ?
O=c1[nH]c2cc3c(cc2cc1CN(CCO)S(=O)(=O)c1ccccc1Cl)OCCO3 | ? | 1% | -2% | 4% | -6% | 0% | 28
Cc1cc(NC(=O)CN2C(=O)CC(c3ccco3)Sc3ccccc32)no1 (stereo not drawn) | 2% | -3% | 35µM* | -9% | -23% | 3% | .
O=C(O)c1cccnc1C(=O)O | -2% | -3% | 0.71µM* | -41% | -10% | . | .
CC1CCN(S(=O)(=O)c2ccc(S(=O)(=O)NCC(=O)C(C)(C)C)cc2)CC1 | 0% | 1% | 2% | 3% | -10% | 0% | .

Complete entries as entered above.
Record of CCc1nnc(NC(=O)C2CC(=O)N(CCc3ccccc3)C2)s1 (stereo not drawn) → AmpC inh detg = -14%; TbPYK inhibitor = 1%; HCV inh = -28%; AMA1 RON2 block = 3%; AmpC inh no detg = 5%; LmPK inh = 1%; HCMV inh = 114
Record of CC(=O)O[C@H]1[C@H](C)OC=C[C@@H]1OC(C)=O → AmpC inh detg = ?; TbPYK inhibitor = -1%; HCV inh = -4%; AMA1 RON2 block = 20%; AmpC inh no detg = -2%; LmPK inh = -6%; HCMV inh = ?
Record of CC1CCN(S(=O)(=O)c2ccc(S(=O)(=O)NCC(=O)C(C)(C)C)cc2)CC1 → AmpC inh detg = 0%; TbPYK inhibitor = 1%; HCV inh = 2%; AMA1 RON2 block = 3%; AmpC inh no detg = -10%; LmPK inh = 0%; HCMV inh = .

Continuation:
SMILES | AmpC inh detg | TbPYK inhibitor | HCV inh | AMA1 RON2 block | AmpC inh no detg | LmPK inh | HCMV inh
CCC(CC)=C(C#N)C(=O)NC1CCCCC1 | -1% | -11% | 3% | -2% | -15% | -1% | 6
COc1cc(C=C(c2nc3ccccc3s2)c2nc3ccccc3s2)cc(OC)c1O | 2% | 3% | 10µM* | ? | 25% | 0% | -15
CCCOc1ccc(F)cc1-c1cc(C(=O)NC2CCCCC2)[nH]n1 | . | -5% | . | -3% | . | . | -14
CN(C)CCNc1ncnc2sc(-c3ccccc3)cc12 | -4% | -10% | ? | -9% | 27% | -1% | -31
Cn1c(SCC(=O)NCC2COc3ccccc3O2)nnc1C(F)(F)F (stereo not drawn) | . | 6% | 10% | -10% | -10% | . | 20
O=C(O)/C=C1\CCCc2ccccc2C1O (stereo not drawn) | -7% | -11% | ? | -1% | -18% | . | -31&59
Cc1ccc(NC(=O)CN2CCSc3ccc(S(=O)(=O)N4CCCC4)cc32)cc1 | 18% | 3% | . | . | . | . | -21
Cc1ccc(-c2[nH]c(-c3ccccc3)nc2SCC(=O)NCC2CCCO2)cc1 (stereo not drawn) | 7%&1% | -3%&-20% | ? | -13% | 23% | 3% | -7&-25
O=C(/C=C/c1cccc(Cl)c1)NCc1cccs1 | 2% | 0% | -21% | 14% | -41% | 3% | ?
O=C(NNC(=O)c1cccs1)c1ccc([N+](=O)[O-])cc1 | -1% | -2% | 16% | 17% | 5% | 1% | 66
Cc1ccc(Nc2cc(-n3nc(C)cc3C)ncn2)cc1 | ? | -10% | -21% | 2% | -22% | 5% | -5
COc1cccc(NC(=O)c2nnn(Cc3ccc(OC)c(Br)c3)c2N)c1 | ? | -7% | . | . | . | . | 2
CN1c2ccccc2-c2nc3ccccc3n2C1c1ccco1 (stereo not drawn) | ? | -3% | -34% | 1% | -27% | 5% | 6
Cc1ccc(NC(=O)CN2C(=O)c3ccccc3C2=O)nc1 | 4% | 3% | 20% | 8% | -17% | -5% | -7
O=C(CN(CC1CCCO1)C(=O)Cn1nnc(-c2ccc(F)cc2)n1)NC1CCCCC1 (stereo not drawn) | -7% | 0% | 7% | -1% | 124%[activator] | 10% | 0
COc1ccc(-c2nc3scc(CCNS(=O)(=O)c4cc(F)ccc4OC)n3n2)cc1OC | 3% | -2% | . | . | . | . | 35

Screening data: PubChem BioAssay, National Center for Advancing Translational Sciences (NCATS)
